GLP1R ag: GLP-1 receptor (human) agonism. Potency, µM (top dose mostly 45.6 µM), for inactives: top-dose activation, most hits filed as activators. HEK293 GLP-1R CRE-luciferase, luminescence, 4-6 h; cells express a hypersensitive GLP-1R form. P43220. 380,000 tested, 0.007% active; also: potency is read from the fitted curve at half-maximal effect; % of control where 0% means no effect
TDP43 rescue: TDP-43 toxicity inhibition in yeast; 410,000 tested, 1.8% active; TDP-43 expressing yeast growth rescue, BacTiter-Glo, 24 h; AID 652104; Potency, µM (top dose mostly 46.1 µM), for inactives: at the top dose growth rescue (activation), actives largely listed as activators; also: potency is read from the fitted curve at half-maximal effect; % of control where 0% means no effect; nearly all actives have a fitted effect of over 50% in size
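Galactose-induced TDP-43 yeast, OD600=0.02, compound pinned; 24 hr, 30 deg C; BacTiter-Glo luminescence for growth. Inhibitors of TDP-43 toxicity read as activators.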
aSyn yeast inh: rescues yeast growth from alpha-synuclein toxicity; Yeast expressing alpha-synuclein, growth rescue, BacTiter-Glo, 24 h; Potency, µM (series often up to 46.1 µM), inactives show top-dose growth rescue (activation), most hits filed as activators; 370,000 tested, 0.14% active; also: potency is read from the fitted curve at half-maximal effect; % of control where 0% means no effect; nearly all actives have a fitted effect of over 65% in size
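Galactose-induced alpha-syn yeast (OD600=0.02, raffinose-pregrown) + pinned cpd, 24 hr, 30 deg C; growth by BacTiter-Glo luminescence. Growth restoration scores as activation.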
KB-V1 MDR tox: kills drug-selected multidrug resistant KB-V1 cells | 400,000 tested, 3.4% active | AID 1347076 | Potency, µM (titrated, usually from 46.1 µM), without a hit: at the top dose activity change, negative = cytotoxicity, usual class: cytotoxic | KB-V1 MDR cells viability, CellTiter-Glo, 72 h; also: potency is read from the fitted curve at half-maximal effect; % is scaled to controls: 0 for no effect and ±100 for the full control effect; nearly all actives have a fitted effect of over 60% in size
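In this primary screen, KB-V1 cells overexpressing P-gp are incubated with library compounds (lowest to highest concentration) for 72 h at 37 degrees C before a luminescent ATP viability read.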
PTHR1 agonist: activates the human parathyroid hormone receptor PTHR1 | HEK293 GP2 PTHR1 cells, GloSensor cAMP luminescence, 1 h | Potency, µM (titrated, usually from 115 µM), without a hit: at the highest dose activation, actives largely listed as activators | 410,000 tested, 0.075% active | AID 743266; also: potency is read from the fitted curve at half-maximal effect; nearly all actives have a fitted effect of over 55% in size; some results filed as inactive show a strong effect at the top dose; inactives centre near -15; many of its hits are not listed in these tables
Target sequence (Q03431 whole entry, looked up): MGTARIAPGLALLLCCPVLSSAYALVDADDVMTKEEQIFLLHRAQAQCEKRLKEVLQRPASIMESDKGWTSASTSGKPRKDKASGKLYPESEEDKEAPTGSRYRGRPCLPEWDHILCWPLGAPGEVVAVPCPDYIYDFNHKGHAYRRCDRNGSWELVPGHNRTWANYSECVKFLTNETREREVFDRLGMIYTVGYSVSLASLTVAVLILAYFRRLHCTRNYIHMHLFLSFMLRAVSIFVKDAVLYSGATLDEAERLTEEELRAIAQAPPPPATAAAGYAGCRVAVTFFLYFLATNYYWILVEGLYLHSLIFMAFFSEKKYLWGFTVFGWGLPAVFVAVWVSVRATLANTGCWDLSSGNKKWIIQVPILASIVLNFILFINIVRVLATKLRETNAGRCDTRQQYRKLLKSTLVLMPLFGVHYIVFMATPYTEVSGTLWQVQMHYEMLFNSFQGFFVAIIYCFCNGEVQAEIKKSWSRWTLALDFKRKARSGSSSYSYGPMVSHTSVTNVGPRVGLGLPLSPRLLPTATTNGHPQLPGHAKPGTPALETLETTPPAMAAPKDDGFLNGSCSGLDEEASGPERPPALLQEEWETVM
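HEK-293-derived GP2 cells expressing PTHR1 and a GloSensor cAMP reporter, 3,000/well, plated overnight, given luciferin plus IBMX (each 0.5 mM as added) for 1 h at 37 °C, then compound for 1 h at 37 °C. Luminescence was read after 15 min at room temperature.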
GLP1R inv ag: GLP-1 receptor (human) inverse agonism | Potency, µM (top dose mostly 38.3 µM), inactives show top-dose activity change, negative = inhibition, most hits filed as inhibitors | AID 624417 | 410,000 tested, 1.6% active | HEK293 GLP-1R CRE-luciferase, luminescence, 24 h; GLP-1R form is constitutively active | P43220; also: potency is read from the fitted curve at half-maximal effect; % is scaled to controls: 0 for no effect and ±100 for the full control effect; nearly all actives have a fitted effect of over 55% in size
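Seeding at 200 cells/uL, 12 h culture, 24 hr compound treatment, then luciferase reagent and a luminescence read; cells are HEK293 stably expressing a constitutively active GLP-1R plus cAMP-responsive luciferase.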
GLP1R cytotox: cytotoxic in the GLP-1 receptor inverse agonist counter-screen; HEK293 cAMP-luciferase reporter cells, luminescence, 24 h; Potency, µM (series often up to 38.3 µM), inactives show at the top dose activity change, negative = inhibition, most hits filed as inhibitors; 410,000 tested, 0.13% active; AID 624418;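 also: loss of luciferase light is scored as toxicity; potency is read from the fitted curve at half-maximal effect; % is scaled to controls: 0 for no effect and ±100 for the full control effect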
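Quantitative HTS format, 1536 wells, 200 cells/uL seeded. Compounds: 23 nL, 24 h, 37 °C. Detection: luciferase reagent, luminescence at 12 min RT; decreased signal taken as cytotoxic.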
D3 antag: D3 dopamine receptor (human) antagonism; 360,000 tested, 2.5% active; max response, negative = inhibition, %; D3R cells, DiscoveRx beta-arrestin luminescence, antagonist mode; active compounds read low; P35462; in the data active = max response below about -50%; inconclusive = no clear call, values can overlap the other calls; also: % is scaled to controls: 0 for no effect and ±100 for the full control effect; mostly tested at two doses, the higher about 12 µM
Target sequence (P35462 whole entry, looked up): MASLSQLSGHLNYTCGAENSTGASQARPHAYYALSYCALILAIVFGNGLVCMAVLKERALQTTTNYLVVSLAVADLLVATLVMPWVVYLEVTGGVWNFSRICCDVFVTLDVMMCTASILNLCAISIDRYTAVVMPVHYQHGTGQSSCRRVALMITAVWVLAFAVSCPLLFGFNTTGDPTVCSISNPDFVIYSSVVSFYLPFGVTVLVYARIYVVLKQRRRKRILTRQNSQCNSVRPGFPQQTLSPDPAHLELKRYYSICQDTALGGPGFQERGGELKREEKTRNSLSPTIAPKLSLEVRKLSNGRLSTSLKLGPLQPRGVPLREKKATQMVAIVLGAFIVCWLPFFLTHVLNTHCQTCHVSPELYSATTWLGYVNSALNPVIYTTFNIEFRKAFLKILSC
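Cells expressing the human receptor were seeded at 1500 cells/well, incubated overnight at 37 degrees C in 5% CO2, then exposed to library compounds with dopamine controls for 90 minutes at 37 degrees C before luminescent detection.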
DRD3 agonist: activates the human D3 dopamine receptor. P35462. D3R DiscoveRx beta-arrestin cells, luminescence, 90 min. max activation, %. 410,000 tested, 0.58% active. AID 652048; in the data active = max activation above about 30%; also: 0% is about no effect; mostly tested at two doses, the higher about 12 µM
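Agonist-mode cell screen: cells plated at 1500/well and incubated overnight at 37 °C, then exposed to library compounds for 90 min at 37 °C. Detection reagent was added for 30–60 min at room temperature, and luminescence was read.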
The depositor's hits bear a star; i = inactive; ? = inconclusive; . = not tested or not shown; & = joins results of further samples; [ ] = another dose, or the depositor's remark. Unless noted, calls follow the shape of the dose curve; as a rule, active = well fitted curve in the direction sought with a large enough effect; inconclusive = small, poorly fitted or top-dose-only effect, or another doubt; inactive = no such curve, though single readings can be large; an effect the other way counts as inactive or inconclusive.

SMILES	GLP1R ag	TDP43 rescue	aSyn yeast inh	KB-V1 MDR tox	PTHR1 agonist	GLP1R inv ag	GLP1R cytotox	D3 antag	DRD3 agonist
O=C(C1=C[C@@H](c2ccc3c(c2)OCO3)C[C@@H](OCCCCO)O1)N1CCOCC1	-0.4%	22.6%	0.8%	0.0%	-9.8%	20.3%	-5.6%	34.3	0.1
COc1ccccc1/C=C/C(=O)N1CCOCC1	-9.4%	-24.9%	-0.9%	8.3%	i	1.3%	9.7%	-3.9	-2.8
CCN(c1ccccc1)S(=O)(=O)c1ccc(C(=O)NCCCN2CCOCC2)cc1	2.2%	-2.9%	0.0%[1.84 µM]	-13.2%	-19.8%	-1.2%	-6.4%	-13.7	-7.9
Cc1cc(OCC(=O)N(C(C)C)C(C)C)cc(C)c1Br	3.5%	?	3.0%	-4.1%	i	?	4.7%	-13.4	1.8
COc1ccc(-c2ccc(C(=S)N3CCN(C(C)=O)CC3)o2)cc1	2.2%	-2.0%	-19.6%	1.6%	-25.4%	16.5%	?	3.6	8.2
O=C(CSc1nnc(-c2ccc(O)cc2)o1)c1ccc(Br)cc1	.	15.9%	.	17.9%	i	8.91µM*	-7.0%	.	1.2
Cc1ccc(C)c(OCc2cc(C(=O)N3CCN(c4ccccc4C)CC3C)no2)c1 (stereo not drawn)	-7.2%	-28.2%	-4.5%	-8.9%	-17.9%	2.51µM*	7.6%	19.0	2.9
CCOC(=O)Cn1cnc2c(nnn2-c2ccc(F)cc2)c1=O	7.8%	20.1%	1.5%	-0.9%	i	-8.4%	1.0%	22.6	1.7
C=CCn1c(SCC(=O)Nc2cc(C)on2)nnc1-c1ccccc1F	8.3%	-21.5%	-5.8%	-1.1%	i	8.5%	0.5%	-3.0	-8.6
CC1=C(C(=O)Nc2ccc(C)cc2C)C(c2cc(Br)ccc2F)n2ncc(C(=O)Nc3ccc(C)cc3)c2N1 (stereo not drawn)	.	?	.	.	i	-4.9%	0.7%	.	4.2
CCOC(=O)C1=CCC(c2cccn2C(=O)OC(C)(C)C)N(S(=O)(=O)c2ccc(C)cc2)C1 (stereo not drawn)	2.9%	7.4%	7.7%	-5.1%	i	?	3.6%	21.7	-4.4
O=C(CCCc1ccccc1)Nc1ccnn1C1CCN(Cc2ccc(Cl)cc2)CC1	14.0%	1.1%	-3.2%	-27.9%	i	?	-9.4%	?	-20.6
CCOC(=O)N1CCC(N2C(=O)c3ccccc3C2Nc2cc(C)cc(C)c2)CC1 (stereo not drawn)	22.7%	-3.5%	5.3%	?	-7.7%	?	-2.8%	11.5	-3.7
O=C(Nc1nc(-c2ccccc2)c(-c2ccccc2)o1)c1ccc(F)cc1	-3.0%	?	?	?	-10.7%[57.5 µM]	?	-1.2%	-100.1*	-28.2
COc1ccc(OC)c(CNS(=O)(=O)c2cn(C)cn2)c1	-5.3%	-5.0%	-5.5%	2.9%	-2.3%	-7.0%	0.7%	-13.3	-1.3
Cc1cc(C)n2nc(C(=O)Nc3ccc(S(=O)(=O)N4CCCC4)cc3)nc2n1	8.6%	-9.4%	4.2%	?	-1.7%	20.0%	-7.8%	5.8	2.9
COc1ccccc1CCNC(=O)c1csc2c1CCCC2	2.7%	17.4%	29.5%	?	-33.1%[inhibitor]	-14.8%[0.307 µM]	-1.7%[0.307 µM]	3.1	-3.3
O=C(CN1CCN(Cc2ccccc2F)C1=O)NCC1CCCO1 (stereo not drawn)	-1.5%	10.6%	-7.4%	19.1%	i	0.7%	-7.1%	11.3	0.8
C=C(C)c1ccccc1NC(=O)CCN1C(=O)c2ccccc2S1(=O)=O	18.2%	9.4%	0.7%	14.2%	i	12.7%	3.1%	-6.8	-0.5
FC(F)(F)c1ccc(-c2nc3ccccc3s2)cc1	-1.2%	22.5%	9.6%	-1.9%	-18.9%	11.5%	-16.0%	?	-0.4

Complete entries, looked up by structure. Order of values: GLP1R ag, TDP43 rescue, aSyn yeast inh, KB-V1 MDR tox, PTHR1 agonist, GLP1R inv ag, GLP1R cytotox, D3 antag, DRD3 agonist
COc1ccc(OC)c(CNS(=O)(=O)c2cn(C)cn2)c1 reads -5.3%, -5.0%, -5.5%, 2.9%, -2.3%, -7.0%, 0.7%, -13.3, -1.3
CCOC(=O)N1CCC(N2C(=O)c3ccccc3C2Nc2cc(C)cc(C)c2)CC1 (stereo not drawn) reads 22.7%, -3.5%, 5.3%, ?, -7.7%, ?, -2.8%, 11.5, -3.7

Next part.
SMILES	GLP1R ag	TDP43 rescue	aSyn yeast inh	KB-V1 MDR tox	PTHR1 agonist	GLP1R inv ag	GLP1R cytotox	D3 antag	DRD3 agonist
O=C(c1cc2ccccc2o1)N1CCN(S(=O)(=O)/C=C/c2ccccc2)CC1	-12.9%	2.9%	0.9%	?	-24.3%	6.3%[0.307 µM]	1.3%[0.307 µM]	2.6	6.0
COc1ccc2cnn(-c3ccccc3)c(=O)c2c1OC	-3.5%	1.0%	16.3%	12.9%	-1.0%[57.5 µM]	37.6%	-4.9%	0.0	-3.4
CC(OC(=O)CCC(=O)c1cccs1)C(=O)NC1CCCCC1C (stereo not drawn)	-3.9%	14.5%	1.7%	0.0%	-23.4%	11.9%	8.9%	-6.6	-2.4
CCCn1nc(NC(=O)C2CCCO2)c2cc3cccc(C)c3nc21 (stereo not drawn)	14.1%	-26.8%	12.0%	-1.2%	-29.9%	?	4.3%	75.9	10.0
CCC(=O)N(c1nnc(SCC(=O)Nc2ccccc2Cl)s1)C1CC1	6.1%	?	1.5%	7.3%	-3.6%	7.2%	-22.2%	-25.9	1.6
CC1CCCCC12NC(=O)N(CC(=O)Nc1ccc(S(=O)(=O)N3CCOCC3)cc1)C2=O (stereo not drawn)	13.0%	13.2%	7.6%	-4.1%	i	7.8%	-21.0%	5.6	2.9
Cc1cc(C)c(OCCN2CCOCC2)c(Cl)c1	-0.8%	14.1%	4.7%	5.8%	-15.0%	6.4%	22.9%	12.4	1.2
CCN(CC)c1ccc2c(O)cc(=O)oc2c1	-0.9%	1.1%	8.4%	-2.7%	i	15.4%	13.4%	8.5	-2.8
C=CCOC(=O)CC(NC(=O)c1ccccc1)c1ccccc1 (stereo not drawn)	2.7%	1.7%	2.1%	-3.1%	-18.8%[57.5 µM]	2.2%	2.8%	12.7	0.1
COc1cc(NC(=S)N2CCN(S(=O)(=O)c3ccccc3)CC2)cc(OC)c1	-1.3%	-2.0%	-1.8%	-4.4%	i	?	8.4%	-11.8	-10.6
COc1cccc(CN(c2ccccc2C(=O)O)S(=O)(=O)c2ccc(C)cc2)c1	0.8%	0.0%	-2.7%	6.5%	-6.3%	-16.8%	-10.2%	5.4	1.6
CCOC(=O)[C@]12CCCC=C1N(Cc1ccc3c(c1)OCO3)C(=O)[C@H](CC(=O)NCc1cccc(C(F)(F)F)c1)C2	-2.2%	5.5%	1.5%	?	i	?	-19.0%	-17.3	0.2
CCOC(=O)c1ccc(Nc2nc(C(=O)OCC)nc3ccccc23)cc1	0.6%	5.0%	-1.5%	-9.0%	-13.8%	?	0.2%&-35.1%	18.0	5.2&9.6
CCOC(=O)c1cnc2c(OC)cccc2c1N1CCN(c2ccccc2F)CC1	.	11.2µM*	.	-35.9%	-17.8%	?	-18.9%	.	6.7
CC(=O)Nc1cccc(-c2nc3ccccc3o2)c1	-1.9%	22.7%	9.9%	11.0%	-12.5%	9.5%	-14.5%	8.6	0.8
CCC(C)NC(=O)CN(c1ccc(OC)cc1)S(=O)(=O)c1ccccc1 (stereo not drawn)	3.9%	-15.1%	-0.9%	?	i	6.0%	2.6%	-2.7	-7.5
Cc1ccc(NC2=C(N3CCCCC3)C(=O)c3ccccc3C2=O)cc1	-3.9%	23.2%	?	0.8%	-25.2%[57.5 µM]	-6.7%	?	-62.6*	-12.1
O=C(CN1C(=O)NC2(CCCCCC2)C1=O)Nc1ccccc1[N+](=O)[O-]	10.0%	-1.4%	-2.1%	-18.3%	-10.8%	-12.1%	-3.4%	-15.0	-6.7
CCCCCN(C(=O)COC(=O)COc1c(C)cc(C)cc1C)c1c(N)n(CCCC)c(=O)[nH]c1=O	8.9%	-10.3%	2.9%	?	i	?	-9.7%	-6.0	3.2
CCc1nc2c(OCc3ccc(F)c(F)c3)cccn2c1N(C)C(=O)c1ccco1	1.2%	0.0%	2.4%	?	i	-6.9%	-0.3%	15.7	-1.1
N#Cc1ccc(S(=O)(=O)Nc2ccc3ccccc3n2)cc1	-4.6%	13.7%	-17.9%	0.0%	i	19.1%	-6.6%	7.0	4.0
O=C(C1=C(O)C(=O)N(c2ncccn2)C1c1cccs1)c1ccco1 (stereo not drawn)	1.7%	-30.2%[inhibitor]	-7.1%	-0.2%	?	2.9%	2.1%	-20.6	-16.1
C=CCn1c(CSc2nc3ccccc3s2)nnc1SCC(=O)NCc1cccnc1	-0.5%	8.2%	-3.3%	1.4%	-10.7%	-4.6%	-14.0%	16.9	0.6
COc1ccccc1-c1nnc2sc(COc3ccc(F)cc3)nn12	2.7%	11.2µM*	3.9%	-7.4%	-26.5%	-11.0%	-3.0%	-9.6	4.9
O=C(COc1ccccc1)NCC(=O)N1CCCC1	4.2%	7.5%	-1.3%	-0.7%	-0.8%	10.9%	-2.3%	-5.6	2.2
Cc1ccc(-n2nc(C(=O)O)c3ccccc3c2=O)cc1C	-1.8%	-1.7%	-0.9%	30.2%	-5.5%	18.7%	-11.0%	55.0	12.3
O=C(NCc1ccco1)C1CCN(c2nc3ccccc3n2Cc2ccccc2F)CC1	14.1%	14.3%	6.2%	2.0%	-25.6%	?	-4.2%	7.8	-6.1
O=S(=O)(NCc1nnnn1-c1ccc(F)cc1)c1ccc(F)cc1	4.1%	14.8%	-0.3%	14.5%	-14.2%	-2.5%	0.7%	-7.3	-2.7
COc1ccc(S(=O)(=O)N2CCN(C(=O)c3oc4ccccc4c3C)CC2)cc1	12.8%	11.2µM*	-15.3%	?	-6.6%	?	8.3%	2.3	-0.6

Bioassay records deposited in PubChem BioAssay by National Center for Advancing Translational Sciences (NCATS).

The list is partial, so the mix of outcomes need not match the whole.
